NPYLR7 agonist = mosquito NPYLR7 agonism; HEK293T NPYLR7/Galpha15, GCaMP6s calcium fluorescence; activation, % at 10 µM; actives 0.15% (n = 270,000); in the data active = activation above about 40%;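 also: 0% = vehicle and 100% = reference agonist at the receptor; some compounds past the cut are filed as inactive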
mcGAS lum = blocks mouse cGAS activity; inhibition, % at 12.5 µM; recombinant cGAS, Kinase-Glo ATP depletion luminescence; actives 0.15% (n = 160,000); Q8C6L5;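 also: 0% = negative control wells and 100% = reference inhibitor with no enzyme activity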
hcGAS inh = inhibitors of human cGAS; Q8N884; recombinant h-cGAS, ATP depletion, Kinase-Glo luminescence; inhibition, % at 12.5 µM; actives 0.081% (n = 290,000); AID 1259398;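 also: 0% = vehicle reaction and 100% = reaction without DNA for no activity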
Target sequence (Q8N884 whole entry, looked up): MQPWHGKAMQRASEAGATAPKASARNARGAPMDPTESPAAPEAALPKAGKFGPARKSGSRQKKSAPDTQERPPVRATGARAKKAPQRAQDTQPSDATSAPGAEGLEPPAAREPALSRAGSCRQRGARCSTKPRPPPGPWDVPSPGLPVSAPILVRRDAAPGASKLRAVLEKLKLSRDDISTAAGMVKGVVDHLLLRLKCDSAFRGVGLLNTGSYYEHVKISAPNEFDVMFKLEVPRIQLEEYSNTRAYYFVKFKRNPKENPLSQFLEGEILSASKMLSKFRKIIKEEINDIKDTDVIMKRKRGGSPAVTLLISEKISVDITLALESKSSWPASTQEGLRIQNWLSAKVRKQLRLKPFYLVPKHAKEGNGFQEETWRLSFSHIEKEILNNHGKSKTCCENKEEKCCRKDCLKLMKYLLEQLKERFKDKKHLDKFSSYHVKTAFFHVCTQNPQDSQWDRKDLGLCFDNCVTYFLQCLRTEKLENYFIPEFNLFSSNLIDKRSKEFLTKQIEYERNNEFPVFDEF
Active calls of the source: *; x = not tested or not shown; & = joins results of further samples. Rule as the data show it, unless noted: active = inhibition above about 40%; inactive = the rest.

Values run as follows: NPYLR7 agonist, mcGAS lum, hcGAS inh
O=C(Nc1cccc(-c2cccc(Cl)c2)c1)C1CCN(C(=O)Cn2cccn2)CC1
    16, -9, -5
COc1cc(C(C)=O)ccc1Oc1ncnc2c1cnn2-c1ccc(Cl)cc1
    1, -7, 3
O=C1NC(c2ccc(Br)cc2)C(=C(O)c2ccc(Cl)cc2)C1=O (centres undefined)
    8, 3, -6
CN(CCc1noc(C2CC2)n1)C(=O)[C@@H]1C[C@@H]2C=C[C@H]1C2
    -2, x, -3
Cc1ccc(C)c(NC(=O)CCNc2nccc(N3CCC(O)C3)n2)c1 (centres undefined)
    3, -13, -8
N#Cc1cccnc1N1CCc2[nH]c3ccccc3c2C1
    10, x, -2
COC(=O)CNC(c1ccccc1)c1cc(C)ccc1NS(=O)(=O)c1ccc(C)cc1 (centres undefined)
    -3, -8, -6
O=C(NNC(=O)c1n[nH]c(=O)c2ccccc12)c1ccc(Cl)cc1Cl
    -1, -4, 2
CC(Nc1c(C#N)c(=O)n(C)c(=O)n1C)c1cc2ccccc2o1 (centres undefined)
    0, -6, -9
Cc1cc(C)cc(NS(=O)(=O)c2ccccc2Cl)c1
    -31, x, 10
Cc1cc(C)c2c3c([nH]c2c1)CCC(NC(=O)CCN1CCCCC1)C3 (centres undefined)
    x, -7, -9
CCCNC(=O)[C@@H]1CCCC[C@@H]1C(=O)NCCc1c[nH]c2ccccc12
    -5, x, 0
CN1CCN(C2CC(=O)N(c3ccc(F)cc3)C2=O)CC1 (centres undefined)
    2, -6, -3
O=C(Nc1cccnc1N1CCN(C(=O)NCCc2ccccc2F)CC1)c1ccc2c(c1)OCO2
    22, -5, -1
Cc1nc(CSCC(=O)N2CCC(CN3CC(C)OC(C)C3)CC2)no1 (centres undefined)
    2, x, 9
O=c1oc2ccc3ccccc3c2cc1-c1nnc(Nc2cc(C(F)(F)F)ccc2Cl)s1
    -1, -4, -9
O=c1cc(-c2ccccc2)nc(SCc2nc(-c3cccc(Cl)c3)no2)[nH]1
    -6, -3, 3
Cc1nc(C(=O)N2CCCC(CNC(=O)c3cccc4ccccc34)C2)cs1 (centres undefined)
    16, -13, -9
Cc1c(C(=O)OCc2cc(=O)n3ccsc3n2)sc2nc3n(c(=O)c12)CCC3
    1, -5, -2
Cc1cccn2c(=O)nc(SC3CCCC3)nc12
    6, -7, -3
CCOCCn1c(=O)c2c(nc3n2CCN3c2cc(C)cc(C)c2)n(C)c1=O
    2, x, -7
COc1cccc(C(=O)NCc2nnnn2-c2ccc(F)c(F)c2)c1
    2, -8, -5
Cc1ccn(CC(=O)N2CCC(n3nccc3NC(=O)CCOc3ccccc3)CC2)n1
    -2, -3, -6
CCn1nc(C)c(CN2CCCCC2c2ccccn2)c1C (centres undefined)
    19, x, -3
CN(C)Cc1ccc(C2CCCCN2C(=O)c2cn(-c3ccccc3)nn2)cc1 (centres undefined)
    -13, x, -1
CCCc1nn(-c2cccc(F)c2)c(CC)c1C(=O)NC(C)C
    17, -4, -6
COC(=O)c1sccc1S(=O)(=O)Nc1cccc2c1OCCO2
    3, -7, -7
CCOc1ccc(OC(C)C(=O)NNC(=O)C(C)n2cccn2)cc1 (centres undefined)
    -7, x, 8
COc1ccccc1CCCNC(=O)c1c[nH]c2ccccc12
    -3, x, 3
CCC(c1ccccc1)N(CC(C)C)C(=O)Cn1nc(C)ccc1=O (centres undefined)
    2, -16, -8

Additional results.
Values run as follows: NPYLR7 agonist, mcGAS lum, hcGAS inh
C=CCc1cc(/C=C2/NC(=O)N(Cc3ccccc3F)C2=O)cc(OCC)c1O
    -13, x, -1
CCOC(=O)c1c(NC(=O)C(OC(C)=O)c2ccccc2)sc(C(=O)OC)c1C (centres undefined)
    -2, -5, -5
COC(=O)c1ccc(-c2nc(CN(C)Cc3cccc(-n4nc(C)cc4C)c3)c(C)o2)cc1
    -1, x, -4
C=CCN1C(=O)NC(c2cccc(Cl)c2)C2=C1CN(CC(=O)NCCc1c[nH]c3ccccc13)C2=O (centres undefined)
    -2, -4, -3
Cc1ccc(C2CC(C(F)(F)F)n3ncc(C(=O)Nc4cccc(C(C)O)c4)c3N2)cc1 (centres undefined)
    -3, -6, -5
Nc1nc(N2CCC(O)(c3ccccc3)CC2)c2[nH]cnc2n1
    -2, x, 4
Cc1cc(C)cc(OCc2nc(C(=O)NC3CC3)cs2)c1
    19, -6, -4
CN(Cc1nc2c(Br)cc(Br)cc2c(=O)[nH]1)C1CCCCC1
    0, x, -3
COc1cccc2sc(N(Cc3cccnc3)C(=O)Cc3ccccc3)nc12
    -7, -8, -8
COc1ccc2c(c1)CCC(=Cc1cc(Br)ccc1OC)C2=O
    -1, -5, -2
Cc1ccc(C(=O)Nc2ccc3c(c2)N(C(=O)c2ccccc2)CCC3)cc1
    -4, x, 6
COc1cc(/C=N\Nc2nc(N3CCOCC3)nc(N3CCOCC3)n2)ccc1O
    4, -8, -10
COC(=O)CCC(O)=C1C(=N)CC(C)(C)CC1=O
    -2, x, -3
CSc1ccc(NC(=O)N(CCO)C2CC2)cc1F
    4, x, -6
Cn1c(NNC(=O)c2c(F)cccc2Cl)cc(=O)n(C)c1=O
    10, -7, -4
CC(=NNC(=O)Cn1cnc2ccccc21)c1ccc(F)cc1
    -4, x, -1
Cc1cc(=O)oc2cc(OCc3nc(-c4ccc(Cl)cc4)no3)ccc12
    -1, x, -2
O=C(Nc1cccc(N2CCC(NC3CCCc4ccccc43)CC2)c1)c1ccncc1 (centres undefined)
    -3, -16, 1
Cc1cc(C2CCCCN2C(=O)C2CCN(C(=O)C3CCCC3)CC2)no1 (centres undefined)
    x, -6, -8
CC(C)(O)c1ccc(CN(Cc2cccs2)C2CC2)o1
    -1, -4, -3
CNC(=O)Cc1ccccc1NC(=O)C1CSc2ccccc21 (centres undefined)
    -2, x, -3
Cc1ccc(S(=O)(=O)Nc2ccc(Cl)c(S(=O)(=O)N3CCOCC3)c2)cc1
    4, x, -8
COc1ccc(N2CCN(C(=O)C3CCCCC3C(=O)NCCc3cccc(F)c3)CC2)cc1 (centres undefined)
    -11, x, -5
Cc1ccccc1-n1c(=O)c2c3c(sc2n2c(SCC(N)=O)nnc12)CCCC3
    3, x, -7
O=c1c2c([nH]c(=S)n1C1CCCC1)-c1ccccc1CC21CCCC1
    1, -4, -10
CN(C)CCN1CC(C(=O)NCc2n[nH]c3c2CCCCC3)CC1=O (centres undefined)
    x, -5, -14
CCOC(=O)CN(C)C(C)c1nnc(-c2ccc(C)c(C)c2)o1 (centres undefined)
    1, x, -9
Cc1ccc2nc(C)c(NC(=O)Cc3ccc(-c4ccccc4)cc3)c(=O)n2c1
    4, x, -14
COC1(c2ccccc2)CCN(C(=O)c2ccccc2C2CCNC2)CC1 (centres undefined)
    -6, x, -7
O=C(NCCn1ncccc1=O)c1ccccc1Cl
    2, x, -2

Following part:
| molecule | NPYLR7 agonist | mcGAS lum | hcGAS inh |
| --- | --- | --- | --- |
| O=[N+]([O-])c1ccc(N=P(c2nc3ccccc3o2)(N2CCOCC2)N2CCOCC2)cc1 | -5 | x | -1 |
| Cc1cc(C)nc(NC(=O)/C=C/c2ccc(Cl)c(Cl)c2)c1 | 2 | x | -2 |
| CCn1cc(CN(CC2CCOC2)C(C)C)cn1 (centres undefined) | x | -5 | -5 |
| Cc1cc(C(=O)N2CCSCC2)ccc1NC(=O)c1cccn1C | 2&2 | -2 | -5&3 |
| Cc1ccccc1NC(=O)N1CCN(c2nc(C3CC3)nc3ccccc23)CC1 | x | -5 | -9 |
| Cc1ccc(C(=O)OC(C)C(C)(C)C#N)cc1Cl (centres undefined) | 2 | x | -6 |
| CC1(C)ON=C(c2ccc(F)cc2)N(Cc2ccc(S(C)(=O)=O)cc2)C1=O | 4 | x | -2 |
| CC(NC(=O)c1cc(=O)c(OCc2ccc(F)cc2)co1)c1ccccc1 (centres undefined) | -3 | x | -10 |
| CCCC(C(=O)O)N1C(=O)/C(=C/c2ccccc2OC)SC1=S (centres undefined) | 6 | -3 | 0 |
| O=C(Nc1ccc(F)cc1)C(C1CCCC1)N1CCN(C(=O)CCc2ccccc2)CC1 (centres undefined) | -5 | -5 | -5 |

Record cards, as listed above. Order of screens: NPYLR7 agonist	mcGAS lum	hcGAS inh
`Cc1ccccc1NC(=O)N1CCN(c2nc(C3CC3)nc3ccccc23)CC1` is listed with x	-5	-9
`Cc1cc(C)nc(NC(=O)/C=C/c2ccc(Cl)c(Cl)c2)c1` is listed with 2	x	-2
`CCn1cc(CN(CC2CCOC2)C(C)C)cn1` (centres undefined) is listed with x	-5	-5
`Cc1ccc(C(=O)OC(C)C(C)(C)C#N)cc1Cl` (centres undefined) is listed with 2	x	-6

The list continues:
| molecule | NPYLR7 agonist | mcGAS lum | hcGAS inh |
| --- | --- | --- | --- |
| O=c1c(-c2ccc(I)cc2)[n+]([O-])c2ccccc2n1O | -2 | x | -8 |
| CN1CCN(C2OC(=O)c3ccccc32)CC1 (centres undefined) | 0 | x | -4 |
| COc1ccccc1-n1c(-c2ccccc2)cc(C(=O)NC(C)CCc2ccccc2)c1C (centres undefined) | -9 | -2 | -7 |
| Cc1[nH]c(=S)sc1CC(=O)NCCC1CCCO1 (centres undefined) | 14 | x | -10 |
| O=c1c(Nc2ccccc2)nsnc1Nc1ccccc1 | 1 | x | -9 |
| N#CSc1ccc(Nc2nc3ccccc3nc2NS(=O)(=O)c2cccc([N+](=O)[O-])c2)cc1 | 1 | -6 | -5 |
| O=C(NCCc1nc(-c2ccccc2)no1)C1CC(=O)N(C2CC2)C1 (centres undefined) | 6 | x | -2 |
| Cn1cc(CN(Cc2ccncc2)C[C@@H]2CCC(=O)N2)c(-c2cccc(Cl)c2)n1 | 3&3 | 1 | -6&3 |
| Cc1ccc2nc(-c3ccc(F)cc3)c(NCc3ccccc3)n2c1 | 13 | -4 | -7 |
| COc1cccc(Cn2cccc2CN(Cc2ccccc2)C(=O)CN(CC(C)C)S(=O)(=O)c2ccc(Br)cc2)c1 | 3 | -7 | -9 |

Looked up by structure from the list above, 3 records:
| molecule | NPYLR7 agonist | mcGAS lum | hcGAS inh |
| --- | --- | --- | --- |
| COc1ccccc1-n1c(-c2ccccc2)cc(C(=O)NC(C)CCc2ccccc2)c1C (centres undefined) | -9 | -2 | -7 |
| Cc1ccc2nc(-c3ccc(F)cc3)c(NCc3ccccc3)n2c1 | 13 | -4 | -7 |
| O=c1c(Nc2ccccc2)nsnc1Nc1ccccc1 | 1 | x | -9 |

(further entries)
| molecule | NPYLR7 agonist | mcGAS lum | hcGAS inh |
| --- | --- | --- | --- |
| COc1ccc(Br)c(Cn2c(C)c(C(=O)NCCC#N)sc2=O)c1 | 11 | x | -8 |
| O=C(CCN(Cc1ccccc1)c1nc(-c2ccccc2)nc2ccccc12)Nc1cccc(C(F)(F)F)c1 | 25 | -5 | -3 |
| O=C1OCCCN1CCNc1ccc(-c2nc(Cc3ccccc3)no2)cn1 | 2 | x | -8 |
| COCCn1cc(C(=O)N2CCN(Cc3cc(C)ccc3C)CC2)c2nn(-c3ccccc3)c(=O)c-2c1 | -3 | -10 | -8 |
| COc1ccc(-n2nnnc2CNS(=O)(=O)c2ccc(C)cc2)cc1 | 2 | -5 | -1 |
| CCOC(=O)c1c(-n2c(C)ccc2C)sc2c1CCC(C)C2 (centres undefined) | 3 | -5 | -9 |
| Cc1sc2nc(C(F)(F)F)nc(NCC3(N4CCOCC4)CCCCC3)c2c1C | -1 | x | -5 |
| COc1ccccc1-n1c(-c2ccc(Cl)cc2)cc(C(=O)NCc2cccc(C(F)(F)F)c2)c1C | -13 | -3 | -8 |
| Cc1nc(Oc2ccc3c(c2)OCO3)c2c3c(sc2n1)CCCC3 | -4&-2 | 0 | -5&-1 |
| N#CC1(C(=O)Nc2cccn(Cc3ccccc3)c2=O)CCCCC1 | -20 | x | 5 |

Continued:
| molecule | NPYLR7 agonist | mcGAS lum | hcGAS inh |
| --- | --- | --- | --- |
| COCCN(Cc1ccco1)CC(O)COc1ccccc1C (centres undefined) | 9 | -4 | -3 |
| CC1CCCN(Cc2cccc(C(=O)Nc3cc(C4CC4)nn3C)c2)C1 (centres undefined) | -3 | -13 | -1 |
| CCCCN(CC)C(=O)C1CCN(S(=O)(=O)c2ccc3ccccc3c2)CC1 | 3 | x | -11 |
| O=[N+]([O-])c1cccc(NN=C2CCCc3ccccc32)c1 | 8 | x | -4 |
| CCC(NC(=O)c1cc(Cn2cnc3ccccc32)[nH]n1)c1cc(C)ccn1 (centres undefined) | 10 | x | -6 |
| Cc1ccc(CNC(=O)c2c(C(F)(F)F)nn(C3CCCN(C)C3)c2C)cc1 (centres undefined) | 11 | x | -12 |
| CCOC(=O)CCC(=O)N(CCCOC)Cc1c(C)nn(-c2ccccc2)c1N1CCN(C)CC1 | -1 | -6 | -8 |
| c1ccc(-c2ncn(Cc3ccno3)c2-c2cccn2-c2ccccn2)cc1 | 6 | x | -7 |
| COc1ccc(-c2nnc(SCC(=O)N/N=C\c3cccc(Cl)c3)n2-c2ccccc2)cc1OC | -5 | x | -7 |
| O=S(=O)(c1ccc(OC(F)(F)F)cc1)N1CCNCC1 | -3 | x | -3 |
| Cc1noc(C(C)N(C)Cc2cccc(C(=O)Nc3ncc(C)s3)c2)n1 (centres undefined) | 2 | -10 | -6 |
| CCSc1nc2c(c(=O)n1-c1cc(C)cc(C)c1)SCC2 | -8 | -2 | 4 |
| O=C(Nc1nc(-c2ccc(Br)cc2)cs1)c1cnccn1 | -6 | x | -5 |

Source: PubChem
